High-throughput results (PubChem BioAssay)
Arrestin-AP2 inh – inhibitors of beta-arrestin/AP2 binding, primary screen, biochemical, GPCR trafficking, flow cytometry; hit rate 0.31% among 340,000; FITC-arrestin peptide / GST-AP2 beads; AP2 beta2 appendage carries R879A mutation; beta-arrestin 1 C-terminal peptide binding to AP2 beta2-adaptin appendage (human); inhibition, % at 10 µM;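 active means inhibition above a set limit, near 3 SD of compounds lacking own fluorescence, cut at about 54% in these data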;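 further: plate controls were DMSO wells for no effect and 5 µM unlabelled arrestin peptide for full effect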
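Measured by: flow cytometry, FL1 (488/535 nm); Material: AP2 appendage R879A on GSH beads; Evaluation: percent response; Timing: pre-incubation 12 min, peptide binding 1 h, room temperature; Also added: 50 nM FITC-arrestin peptide; Medium: PBS with 0.05% Tween 20 and 0.1% BSA.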
OPRM1-OPRD1 inv – inverse agonists of MOR-DOR heterodimerization, primary screen, cell-based, luminescence | cell-based MOR-DOR heterodimer luminescence, inverse agonism | inhibition, % at 9.3 µM | hit rate 0.21% among 340,000 | AID 504357, 2011; in the data active means inhibition above about 22%, passing the limit was not always enough;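 further: 0% = cells with DMSO and 100% = wells without cells with DMSO; values of inactives mirror those of a sister screen read the other way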
Target sequence (P35372 whole entry, looked up): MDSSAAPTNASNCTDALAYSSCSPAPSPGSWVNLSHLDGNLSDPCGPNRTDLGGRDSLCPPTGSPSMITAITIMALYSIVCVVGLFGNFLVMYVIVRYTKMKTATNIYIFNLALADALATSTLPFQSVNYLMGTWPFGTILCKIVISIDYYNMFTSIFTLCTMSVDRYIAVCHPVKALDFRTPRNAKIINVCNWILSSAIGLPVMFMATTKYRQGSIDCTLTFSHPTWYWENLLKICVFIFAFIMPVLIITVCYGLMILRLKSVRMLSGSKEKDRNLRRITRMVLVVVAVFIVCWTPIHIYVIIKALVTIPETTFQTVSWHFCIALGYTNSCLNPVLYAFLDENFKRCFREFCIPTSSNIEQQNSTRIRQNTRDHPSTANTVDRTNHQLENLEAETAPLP
Target sequence (P41143 whole entry, looked up): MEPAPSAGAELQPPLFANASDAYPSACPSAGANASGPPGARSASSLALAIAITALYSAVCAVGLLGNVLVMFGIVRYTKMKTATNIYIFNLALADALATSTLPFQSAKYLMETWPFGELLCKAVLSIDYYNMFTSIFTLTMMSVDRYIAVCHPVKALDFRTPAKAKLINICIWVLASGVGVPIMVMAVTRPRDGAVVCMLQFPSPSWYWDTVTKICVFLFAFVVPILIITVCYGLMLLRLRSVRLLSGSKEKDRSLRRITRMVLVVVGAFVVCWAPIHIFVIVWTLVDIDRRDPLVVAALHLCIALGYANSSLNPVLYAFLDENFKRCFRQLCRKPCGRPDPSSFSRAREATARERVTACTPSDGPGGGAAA
phage Ecoli inh – growth loss of phage-infected E. coli, primary screen, RecBCD inhibitor project, absorbance, with phage, HTS; inhibition, % at 11.9 µM; hit rate 0.26% among 360,000; in the data active means inhibition above about 11%
OPRM1-OPRD1 ag – agonists of OPRM1-OPRD1 heterodimerization, primary screen, cell-based, luminescence | Mu-type opioid receptor (Homo sapiens) + Delta-type opioid receptor (Homo sapiens), … | cells | activation, % at 9.3 µM | hit rate 0.3% among 340,000 | AID 504326, 2011; in the data active means activation above about 18%;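 further: 0% = vehicle-treated cells and 100% = reference agonist; values of inactives mirror those of a sister screen read the other way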
Ecoli viability – E. coli V3065 growth inhibition, primary screen, counter-screen for AddAB inhibitor project, absorbance, OD600; inhibition, % at 11.9 µM; hit rate 0.27% among 330,000; 18 h;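 active means inhibition above the campaign's mean inhibition across all tested compounds plus 3 SD, cut at about 9.9% in these data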;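 further: uninfected addAB+ strain grown without phage in ampicillin broth; 0% = DMSO wells and 100% = ciprofloxacin 0.95 µg/ml wells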
DSG3 Ab inh – inhibitors of pemphigus antibody binding to DSG3, primary screen, biochemical, bead-based, flow cytometry, scFv-GFP. Desmoglein-3 (Homo sapiens), P32926. DSG3-coupled beads, scFv-anti-DSG3-GFP binding; active compounds read low. binding (percent of control), % at 10 µM. hit rate 0.48% among 310,000. AID 588358, 2011;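 active means binding more than 3 SD below its plate's average and above zero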;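 further: hits lower antibody fragment binding to DSG3; some compounds called inactive have numbers as strong as hits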
Mot1-301 SUMO – yeast Mot1-301 growth rescue at high temperature, primary screen, SUMOylation pathway inhibitor project, S. cerevisiae, ATP luminescence, 38.5C | S. cerevisiae Mot1-301 growth rescue; percent above DMSO median, 100 means doubled | growth rescue, % at 18.8 µM | hit rate 1% among 320,000;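 active means every valid replicate shows activation above 250% relative to neutral control wells; inactive means the rest, any valid replicate at or below 250%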;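 further: OY570 slx delta 5 strain wells were the positive control but not used for scaling; some compounds called inactive have numbers as strong as hits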
AddAB inh – growth inhibition of E. coli expressing H. pylori AddAB, primary screen, AddAB inhibitor project, absorbance; inhibition, % at 11.9 µM; hit rate 0.29% among 330,000; in the data active means inhibition above about 12%;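 further: 0% = vehicle wells of infected cells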
PfHsp90 yeast 2 – growth inhibition of PfHsp90-expressing yeast, primary screen, antimalarial PfHsp90 inhibitor project, S. cerevisiae, BacTiter-Glo luminescence, single point, set 2; hit rate 0.32% among 310,000; inhibition, % at 9.4 µM; BacTiter-Glo ATP, 48 h; yeast lacking PDR1 and PDR3 efflux regulators;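 active means every replicate shows inhibition above about 80%, whatever the replicate mean, limit read from the data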;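 further: 0% = DMSO neutral controls and 100% = 20 µM radicicol positive controls; yeast relying on Plasmodium falciparum Hsp90 in place of its own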
PKA-R1A activ – activators of PKA-R1A holoenzyme, primary screen, biochemical, fluorescence polarization, Cy5-IP20, bovine R1A, mouse PKAc; cAMP-dependent protein kinase type I-alpha regulatory subunit (Bos taurus) + …; PKA-R1A dissociation; scaled: DMSO 0%, 113 µM cGMP 100%; activation, % at 11.4 µM; hit rate 0.083% among 340,000;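 active means percent activation above the mean of all tested compounds plus 3 SD, cut at about 19% in these data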;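 further: higher means more PKAc released from R1A so a rise in polarization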
Tat transport – E. coli Tat export inhibitors, primary screen, MC4100, TorA-mCherry reporter, fluorescence, single point | AID 488895, 2010 | hit rate 0.036% among 340,000 | inhibition, % at 10 µM;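 active means mean replicate inhibition at least 50% and at least half of replicates individually reaching 50%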;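 further: exported cargo escapes ClpAP degradation while cytoplasmic cargo is degraded and loses fluorescence; 0% = median of neutral control wells and 100% = median of NaSCN control wells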
The depositor's hits bear a star; / = not tested or not shown; & = joins results of further samples.

SMILES	Arrestin-AP2 inh	OPRM1-OPRD1 inv	phage Ecoli inh	OPRM1-OPRD1 ag	Ecoli viability	DSG3 Ab inh	Mot1-301 SUMO	AddAB inh	PfHsp90 yeast 2	PKA-R1A activ	Tat transport
NC(N)=NC(N)=NCCc1ccccc1	3	4	3.2	-0.8	0.4	203	7	-2.4	11	2	0&1
Cc1onc(NC(=O)c2ccc([N+](=O)[O-])o2)c1Br	-7	-19	2.2	3.6	6.7	115	1	9.3	-11	3	-9
CC(C)(C)OC(=O)N[C@H](C(=O)OC(C)(C)C)c1ccc2ccccc2c1	-1	12	0.6	-2.1	-0.3	99	3	1.2	18	-7	0
Cc1cccn2c(=O)c3cc(C(=O)N4c5ccccc5CC4C)n(C)c3nc12 (stereo unspecified)	24	10	2.0	-1.8	0.0	108	-12	1.8	/	-6	-5
CCOC(=O)c1c(C)[nH]c2c1cc(O)c1ccccc12	39	-34	2.2	7.5	5.0	125	769*	0.5	-2	-2	-4
Cc1cccc(C)c1OCc1cc(C(=O)N2CCN(C3CCCC3)CC2)no1	9	-23	2.3	3.3	0.6	100	19	4.3	0	7	8
CC1(C)Cc2c(sc(NC(=O)c3ccc4c(c3)OCCO4)c2C(N)=O)C(C)(C)N1	-3	9	4.0	-1.6	-1.3	103	-3	-1.5	8	-12	0
N#C/C(=C\c1ccc[nH]1)C(=O)c1ccccc1	3	4	-0.2	-0.7	2.1	93	-3	1.1	8	3	-3
CCn1c(CNC(=O)c2ccccc2OC)nnc1SCC(=O)c1ccc(F)cc1	-1	4	2.6	-0.5	-0.1	117	23	0.3	-4	2	6
CCOc1cc(/C=N/NC(=O)c2ccc(CN3CCOCC3)cc2)ccc1OCc1ccccc1	8	-10	1.5	1.9	-4.0	127	3	-0.8	23	-13	6
COCCCN1C(=O)C(=O)/C(=C(/O)c2ccc(OC)cc2)C1c1cccc(OC)c1 (stereo unspecified)	6	8	1.7	-1.7	-2.1	108	-22	2.7	-7	12	-5
Clc1ccccc1OCCn1ccnc1	5	16	3.3	-3.0	2.2	99	-13	0.9	17	-2	-5

Reprinted from the part before: three entries, then new ones.
SMILES	Arrestin-AP2 inh	OPRM1-OPRD1 inv	phage Ecoli inh	OPRM1-OPRD1 ag	Ecoli viability	DSG3 Ab inh	Mot1-301 SUMO	AddAB inh	PfHsp90 yeast 2	PKA-R1A activ	Tat transport
CCOc1cc(/C=N/NC(=O)c2ccc(CN3CCOCC3)cc2)ccc1OCc1ccccc1	8	-10	1.5	1.9	-4.0	127	3	-0.8	23	-13	6
COCCCN1C(=O)C(=O)/C(=C(/O)c2ccc(OC)cc2)C1c1cccc(OC)c1 (stereo unspecified)	6	8	1.7	-1.7	-2.1	108	-22	2.7	-7	12	-5
Clc1ccccc1OCCn1ccnc1	5	16	3.3	-3.0	2.2	99	-13	0.9	17	-2	-5
COc1ccc(CNC(=O)CC2C[C@H](C(=O)N3CCOCC3)[C@@]3(C)c4[nH]c5ccccc5c4CCN3C2=O)cc1OC (stereo partly specified)	29	-1	3.0	0.2	-2.0	90	4	3.0	14	-8	3
Cc1cc(C)c(C#N)c(SCC(=O)N2CCCCC2)n1	-2	11	0.9	-2.2	0.5	100	-19	2.0	-6	13	4
CCOC(=O)c1c(NC(=O)COC(=O)c2ccc(O)cc2)sc(C(=O)NC)c1C	4	9	1.1	-1.7	-2.8	96	-13	2.0	-23	0	2
Nc1c(C(=O)c2ccc(Br)s2)oc2ccccc12	9	6	0.6	-1.0	0.2	91	20	3.1	6	-7	-2
CC(=O)Nc1ccc(NC(=O)c2ccc(OCc3c(C)noc3C)cc2)cc1	26	16	3.3	-3.0	-1.6	128	-2	1.0	-12	-8	-15
O=C(COC(=O)CCc1nc2ccccc2c(=O)[nH]1)NC1CCS(=O)(=O)C1 (stereo unspecified)	23	12	2.3	-2.3	1.6	97	2	-0.3	28	7	0
CCC(=O)N1CCN(c2ccc(NC(=O)c3ccc4ccccc4c3)cc2)CC1	-5	-14	2.5	1.9	0.0	110	235	4.5	1	-5	-5
COc1ccc(-c2ccc(CCC(=O)O)n2CC2CCCO2)cc1 (stereo unspecified)	-2	11	2.8	-2.3	2.8	114	-21	3.2	8	0	1
S=c1[nH]nc(-c2ccccc2)n1/N=C/c1cccs1	7	8	/	-1.4	-2.1	100	9	0.7	-10	-9	-8
CN1C(=O)C2(OCC(C)([N+](=O)[O-])CO2)c2ccccc21 (stereo unspecified)	25	7	1.6	-1.7	-1.5	95	-15	-0.8	-8	9	-4
CC(C)(C)OC(=O)C[C@@H]1C/C=C\C[C@@H](CC(=O)N[C@H](CO)Cc2ccccc2)C(=O)NCCOC1=O	4	13	-1.2	-2.8	1.8	97	-9	2.7	-25	-5	-1
Cc1cc(NC(=O)CSc2ccc(-c3ccccc3)nn2)no1	7	6	2.6	-1.2	-0.2	119	8	0.0	-7	-6	-5
N#Cc1ccccc1S(=O)(=O)N1CCNS(=O)(=O)c2ccccc21	12	7	2.8	-1.3	1.6	105	/	-0.1	18	1	4
COc1cc(OC)cc(-c2sc3ccc(OC)cc3c2-c2ccc(OCCN3CCOCC3)cc2)c1	31	-2	/	0.5	-4.1	104	/	-2.3	6	-7	-3
COc1cc2ccccc2cc1C(=O)NCCCN1CCOCC1	-4	12	2.7	-1.9	2.4	100	-5	3.5	/	0	0
COc1ccc(NC(=O)CCN2C(=O)c3ccccc3C2=O)c(OC)c1	-8	15	3.7	-3.2	-2.8	108	-13	0.3	-4	-8	-9
CC(C)C(NS(=O)(=O)c1cccc(C(F)(F)F)c1)C(=O)NCc1cccs1 (stereo unspecified)	23	8	0.5	-1.9	-0.5	102	13	0.6	10	-6	6
COc1cccc(C2C3=C(CC(C)(C)CC3=O)Nc3cc4c(cc32)OCO4)c1 (stereo unspecified)	0	12	1.1	-2.4	2.4	110	9	3.3	24	4	-1
CC(C)C(C(=O)NC1CCCC1)N(CC1CCCO1)C(=O)CNS(=O)(=O)c1ccc(F)cc1 (stereo unspecified)	23	-9	1.2	1.2	-0.3	100	7	-2.7	9	-4	-8
C/C(=N\NC(=S)Nc1c(C)cccc1C)c1cc2ccccc2o1	5	-41	1.8	5.7	-2.1	88	322*	-0.2	-7	-1	-7
Cc1ccc(S(=O)(=O)N2CCOCC2)cc1-c1n[nH]c(=S)n1-c1ccccc1	-12	1	0.0	-0.1	-0.6	/	-1	-0.6	4	-5	-7
CCc1ccc(S(=O)(=O)/N=C2/C=C(Sc3ncn[nH]3)C(=O)c3ccccc32)cc1	32	-143	/	30*	6.5	/	-14	6.7	-6	-12	-27
Cc1ccc(CNC(=O)C2CCCCC2C(=O)O)cc1 (stereo unspecified)	3	12	1.7	-2.5	-2.1	101	-7	0.1	/	-4	3
Cc1ncn2cc(-c3ccc(Cl)cc3Cl)[nH]c(=O)c12	-15	3	4.2	-0.6	0.6	112	-23	1.5	-8	4	-6
O=C(c1ccc(CS(=O)(=O)c2ccc(Br)cc2)o1)N1CCN(C2CCCCC2)CC1	-12	5	1.2	-1.0	1.3	106	-13	2.2	-5	4	7
COc1cc(OC)c(OC)cc1/C=C1\CCC(C2CCCC2)C1=O (stereo unspecified)	-9	4	-0.5	-0.8	-0.9	91	7	2.1	27	-10	16
CCN(CC(=O)Nc1ccc(S(=O)(=O)N2CCCCC2)cc1)Cc1ccccc1	-8	-4	2.6	0.5	-0.9	61	6	1.2	/	-19	7
COc1ccc(-n2c(NCCN(C)C)nc3sc4c(c3c2=O)CCCCC4)cc1	2	-14	1.6	2.7	-1.5	110	-13	1.7	-15	4	-2
COC(OC)c1ccnc(-c2ccc(OC(=O)c3ccccc3)cc2)n1	26	-1	2.6	0.2	1.0	106	-13	-1.6	-25	-1	-18
O=C(CSCc1cccc(Br)c1)N/N=C/c1ccc2c(c1)OCO2	7	-18	4.8	3.0	0.0	112	17	0.8	2	-2	-3
O=C(O)c1cc(-c2ccccc2Cl)n[nH]1	4	-19	0.5	3.8	-0.9	106	-3	3.1	-18	-19	0
Cc1cc(N/C(=N/S(=O)(=O)c2ccc(F)cc2)c2ccccc2)n(-c2ccccc2)n1	-8	-8	4.4	1.5	-2.2	100	0	2.3	-13	-15	9
COc1ccc(CCC(C)Nc2cccc(F)c2)cc1 (stereo unspecified)	1	-32	2.3	5.7	-1.0	110	4	0.6	-62	-3	5
CNC(=S)NN(C)c1nc(C)cc(C)n1	10	11	3.6	-1.8	1.5	98	-6	-0.3	10	-11	-15
O=C(O)C1Cc2ccccc2CN1S(=O)(=O)c1ccccc1 (stereo unspecified)	6	-10	0.0	2.0	-1.1	102	-3	-2.7	12	-15	11
Cc1ccc(S(=O)(=O)N2CCN(C(=O)CN3CCCC3)C2)cc1	8	11	4.2	-2.0	1.9	86	8	0.1	-4	-8	-10
COc1ccccc1CN1[C@@H](CC(=O)O)c2cc(F)ccc2S1(=O)=O	8	-7	2.2	1.2	2.1	113	3	0.2	6	1	1
COc1cc(CC(=O)OCC(=O)NC2CCCCC2C)cc(OC)c1OC (stereo unspecified)	17	15	2.9	-3.9	-1.1	/	/	0.6	7	4	5
Cn1cc(C(=O)N/N=C/c2c(O)ccc3ccccc23)ccc1=O	-5	9	5.6	-1.6	-1.4	103	20	-3.3	-8	-14	0
Nc1nc(NC(=O)c2ccc(Cl)cc2)nn1-c1ccccc1	4	2	0.9	-0.4	-5.2	113	-4	-0.9	19	14	-1
OC1(c2ccc3ccccc3c2)CCN(Cc2ccccc2)C1 (stereo unspecified)	-14	-2	/	0.4	0.6	105	99	5.0	-17	-2	-1
O=C(CSc1nc2ccccc2c(=O)[nH]1)N1CCN(S(=O)(=O)c2ccccc2)CC1	-1	9	/	-1.7	0.6	105	11	-0.2	-5	-5	3
Cc1ccc(CNS(=O)(=O)c2c(C)[nH]c(=O)[nH]c2=O)cc1	-13	10	0.9	-2.1	/	112	4	/	30	-6	4
Cc1ccc(NC(=O)COC(=O)C2CC(=O)N(Cc3ccccc3)C2)cc1F (stereo unspecified)	32	13	4.0	-2.5	1.2	106	-4	2.0	-4	1	-5
